NPY-Y2 PAM-ag: human NPY-Y2 potentiation or agonism, primary screen; P49146; cells expressing NPY-Y2, potentiator/agonist read-out; activation, % at 3.6 µM; 220,000 tested, 0.45% active; AID 1359; in the data active = activation above about 27%;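 note: cells stimulated with NPY near EC25 plus isoproterenol at EC100; 0% = vehicle plus submaximal agonist and 100% = vehicle plus saturating agonist; some results beyond the cut were filed as inactive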
Target sequence (P49146 whole entry, looked up): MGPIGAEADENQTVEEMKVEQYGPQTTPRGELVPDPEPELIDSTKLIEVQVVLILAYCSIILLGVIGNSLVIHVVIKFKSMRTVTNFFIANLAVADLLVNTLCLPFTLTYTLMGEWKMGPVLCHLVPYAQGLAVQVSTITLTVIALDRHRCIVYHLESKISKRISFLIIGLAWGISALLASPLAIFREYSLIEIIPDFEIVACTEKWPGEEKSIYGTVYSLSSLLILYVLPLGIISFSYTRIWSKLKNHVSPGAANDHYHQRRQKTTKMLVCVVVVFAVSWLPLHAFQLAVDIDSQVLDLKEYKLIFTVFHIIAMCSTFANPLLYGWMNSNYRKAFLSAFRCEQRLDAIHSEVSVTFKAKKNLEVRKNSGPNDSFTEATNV
NPY-Y1 PAM-ag: human NPY-Y1 potentiation or agonism, primary screen. activation, % at 3.6 µM. NPY-Y1 expressing cells, potentiator/agonist activation. AID 1304. 220,000 tested, 0.37% active. P25929; in the data active = activation above about 33%, passing the limit was not always enough;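 note: cells stimulated with NPY at EC10 then isoproterenol at EC100; 0% = low agonist plus stimulus and 100% = saturating agonist plus stimulus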
Target sequence (P25929 whole entry, looked up): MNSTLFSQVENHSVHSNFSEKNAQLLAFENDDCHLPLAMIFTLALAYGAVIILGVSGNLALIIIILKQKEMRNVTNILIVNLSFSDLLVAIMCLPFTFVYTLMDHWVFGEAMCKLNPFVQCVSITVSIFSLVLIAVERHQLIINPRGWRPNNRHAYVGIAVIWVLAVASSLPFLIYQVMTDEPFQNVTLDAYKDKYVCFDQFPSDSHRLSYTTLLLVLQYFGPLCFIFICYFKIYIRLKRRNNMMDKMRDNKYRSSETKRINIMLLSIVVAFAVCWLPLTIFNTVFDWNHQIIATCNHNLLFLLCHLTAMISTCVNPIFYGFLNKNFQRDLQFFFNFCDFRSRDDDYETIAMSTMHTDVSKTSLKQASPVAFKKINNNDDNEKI
NPY Y1 blocker: blocks the human neuropeptide Y Y1 receptor; AID 1040; P25929; inhibition, % at 3.6 µM; 200,000 tested, 1% active; HEK293-CNG Y1 cells, membrane potential fluorescence; NPY at EC95, then isoproterenol;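 active = inhibition above the campaign mean inhibition of all tested compounds plus 3 SD, cut at about 20% in these data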;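 note: 0% = DMSO wells given NPY plus isoproterenol and 100% = isoproterenol alone without NPY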
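Assay system: HEK293 cells with Y1 receptor plus CNG channel | Probe or stimulus: NPY (25 nM), isoproterenol (1 µM), Ro 20-1724 (25 µM) | Timing: Compound incubation 1 h at room temperature, readout 45 min post-stimulation | Measured by: Membrane-potential fluorescent dye readout | Benchmarks: High control isoproterenol alone, low control NPY with isoproterenol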
CHOP inh: inhibitors of CHOP induction in ER stress response; CHO-K1 CHOP-promoter luciferase, tunicamycin-induced, 15-18 h; inhibition, % at 10 µM; 220,000 tested, 3.8% active;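 active = compounds that reduced the stress-induced luciferase reporter signal by more than about 70% of percent inhibition, limit read from the data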;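 note: 0% = tunicamycin plus vehicle and 100% = wells without tunicamycin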
S1P4 ag: agonists of human S1P4 receptor. O95977. S1P4-expressing cell line, agonist reporter assay. activation, % at 4.98 µM. 220,000 tested, 0.35% active; in the data active = activation above about 11%;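 note: 0% = DMSO vehicle and 100% = reference agonist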
EP2 mod: modulators of human EP2 prostaglandin E2 receptor. 260,000 tested, 0.83% active. induction, % at 25 µM. AID 940. EP2-expressing cells, cAMP HTRF FRET, PGE2 co-stimulation;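 active = compounds whose cAMP rise, as percent of the full-agonist control response, exceeds 60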;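 note: rat C6 glioma line stably carrying human EP2 under a CMV promoter; the protocol text gives 20 µM as final concentration; 100% = response of wells given 1 µM PGE2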
Target sequence (P43116 whole entry, looked up): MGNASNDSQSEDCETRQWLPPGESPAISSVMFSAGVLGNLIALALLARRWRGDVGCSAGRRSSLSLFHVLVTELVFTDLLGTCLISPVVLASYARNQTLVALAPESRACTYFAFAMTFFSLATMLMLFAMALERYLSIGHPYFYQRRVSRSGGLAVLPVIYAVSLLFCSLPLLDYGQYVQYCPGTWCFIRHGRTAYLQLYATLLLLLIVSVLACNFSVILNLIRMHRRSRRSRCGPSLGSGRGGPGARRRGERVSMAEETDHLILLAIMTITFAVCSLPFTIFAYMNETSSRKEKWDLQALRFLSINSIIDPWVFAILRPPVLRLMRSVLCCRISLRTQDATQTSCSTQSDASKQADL
zfTRPN1 agonist: agonists of zebrafish TRPN1 channel | HEK293 zebrafish TRPN1-YFP, Fluo-8 calcium fluorescence; 100% = response to 87 µM carbachol | activation, % at 3 µM | 220,000 tested, 0.18% active;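 active = activation above its plate's cutoff, the mean activation of test wells on that plate plus 3 SD, cut at about 19% in these data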;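 note: 0% = DMSO alone and 100% = 87 µM carbachol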
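Material: zebrafish TRPN1-YFP in HEK293 cells; Doses: single test compound dose, 3 µM nominal, 0.3% DMSO; Timing: dye loading 1 h at 37 °C, then 30 min room temperature; Technique: intracellular calcium fluorescence with Fluo-8; Benchmarks: high carbachol 87 µM, low DMSO alone.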
S1P4 antagonist: antagonists of human S1P4 receptor; S1P4-expressing cells, antagonist mode, reporter read-out; inhibition, % at 4.98 µM; 220,000 tested, 0.26% active; in the data active = inhibition above about 29%;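 note: 0% = wells stimulated with agonist and 100% = vehicle wells without agonist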
TRPML3 ag: agonists of human TRPML3 channel. HEK293 TRPML3-YFP, Fluo-8 calcium fluorescence; 100% = the carbachol control signal. 220,000 tested, 0.29% active. activation, % at 3 µM. AID 1448;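 active = activation above its plate's cutoff, the mean activation of the plate's test wells plus 3 SD, cut at about 12% in these data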;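 note: 0% = DMSO only wells and 100% = carbachol wells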
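Test system: HEK293 cells stably carrying human TRPML3-YFP; Doses: single dose, 3 µM final nominal compound, 0.3% DMSO final; Schedule: dye loading 1 h 37 °C then 30 min ambient, 125 s read; Technique: Fluo-8 calcium fluorescence; Benchmarks: high control carbachol 87 µM, low control DMSO.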
* = called active by the depositor; / = not tested or not shown. Only part of the results is shown (hit frequency here may not be typical).

1) CC1(C)N(O)C2CCCCC2N1O (configuration not stated)
2) Cc1cccc(C)c1OP(N)(=O)Oc1c(C)cccc1C
3) CN1CCN(c2ncnc3nc[nH]c23)CC1
4) CN1CCN(c2ccc(S(=O)(=O)C(F)(F)F)cc2[N+](=O)[O-])CC1
5) O=[N+]([O-])c1cccc2c([As](=O)(O)O)cccc12
6) CC(C)Oc1ccc(CC2(CCc3ccncc3)C(=O)NC(=O)NC2=O)cc1
7) O=c1[nH]c(=S)n(C2CCCCC2)c(O)c1/C=N/N1CCOCC1
8) CCN1CCN(Cc2ccc(C)cc2C)CC1

compound no.	1	2	3	4	5	6	7	8
NPY-Y2 PAM-ag	9.9	19.9	-1.1	17.5	-3.4	-20.3	-9.7	9.0
NPY-Y1 PAM-ag	2.0	26.6	1.9	35.0	-0.9	12.5	12.9	5.9
NPY Y1 blocker	-0.4	/	-0.7	1.5	/	/	/	3.9
CHOP inh	45.7	11.6	1.5	10.8	6.7	9.0	10.2	2.3
S1P4 ag	-1.7	-2.2	0.9	-0.9	0.9	0.9	-1.3	0.7
EP2 mod	-6.1	9.7	-29.7	2.6	9.3	14.2	8.0	3.0
zfTRPN1 agonist	-0.1	-0.8	2.2	1.5	-1.3	3.1	1.6	1.8
S1P4 antagonist	10.0	-0.4	8.6	-10.3	-7.0	-2.6	15.9	-9.1
TRPML3 ag	0.6	-1.1	1.4	1.6	0.8	1.1	-0.2	0.9

9) C[C@H]1CC[C@H]2NCCN[C@H]2C1
10) COc1ccccc1-n1c(-c2ccoc2)nc2ccccc2c1=O
11) CCOC(=O)C(C)Oc1cc(C)cc2oc(=O)c3c(c12)CCCC3 (configuration not stated)
12) CCOC(=O)C1=C(N)OC2=C(C(=O)CCC2)C12C(=O)N1c3c(ccc(C)c32)C(C)=CC1(C)C (configuration not stated)
13) Cc1c(C(=O)N2CCC3(CC2)OCCO3)sc2ncnc(N3CCc4ccccc4C3)c12
14) Cc1c(C(=O)N2CCC3(CC2)OCCO3)oc2ccc(S(=O)(=O)N3CCOCC3)cc12
15) CCc1ccccc1N1C(=O)CC(=O)NC1=O
16) O=c1[nH]c(=O)n(CCc2ccc(F)cc2)c(O)c1C=NCCCN1CCOCC1

compound no.	9	10	11	12	13	14	15	16
NPY-Y2 PAM-ag	-4.6	9.0	-18.2	12.2	2.0	0.9	-5.1	-5.4
NPY-Y1 PAM-ag	9.2	11.3	-15.9	5.8	5.8	14.5	4.1	-28.7
NPY Y1 blocker	/	-1.2	7.4	-5.5	1.8	-0.2	4.0	0.8
CHOP inh	3.6	-3.5	30.8	26.0	-18.5	16.4	19.6	0.9
S1P4 ag	0.1	4.0	-1.1	-1.1	-0.1	0.4	-0.4	2.1
EP2 mod	21.2	31.4	57.4	22.1	-43.8	-0.8	-12.3	14.7
zfTRPN1 agonist	-0.8	0.6	-2.1	0.5	6.9	1.9	0.7	1.3
S1P4 antagonist	-5.6	3.6	-11.7	-16.8	-9.0	-10.2	-14.2	-15.9
TRPML3 ag	0.5	0.9	-1.4	0.4	3.2	0.2	0.4	-0.1

17) Cc1ccc(-c2nn(CCC#N)cc2C(=O)O)cc1C
18) CN1C(=O)CN=C(c2ccccc2)c2cc([N+](=O)[O-])ccc21
19) O=C(c1ccc(N2CCCCC2)c([N+](=O)[O-])c1)N1CCC2(CC1)OCCO2
20) CCCCn1c(O)c(C(C)=NCCCN(C)C)c(=O)[nH]c1=O
21) c1ccc2c(CN3CCCCC3)c[nH]c2c1
22) Cn1c(CN2CCN(C(=O)COc3ccccc3)CC2)nc2cc([N+](=O)[O-])ccc21
23) CC1CCC(NCC(O)c2ccccc2)CC1 (configuration not stated)
24) CCOC(=O)CNC(=O)CSP(=S)(OCC)OCC

compound no.	17	18	19	20	21	22	23	24
NPY-Y2 PAM-ag	12.4	-14.9	-1.5	0.5	-3.3	7.2	-43.4	3.1
NPY-Y1 PAM-ag	16.4	-0.6	-0.1	-1.3	-40.1	-8.6	-23.7	16.2
NPY Y1 blocker	-2.4	5.1	1.2	5.9	/	-6.7	-5.3	5.6
CHOP inh	-6.8	7.4	-1.7	29.1	-20.0	-28.4	19.8	0.8
S1P4 ag	2.1	0.9	-0.4	0.2	-1.3	-0.8	0.5	0.8
EP2 mod	20.8	/	-5.5	19.9	2.8	-14.3	-6.4	3.5
zfTRPN1 agonist	1.1	0.2	1.3	0.3	2.3	2.7	2.0	0.4
S1P4 antagonist	-15.8	-11.9	8.4	4.3	8.1	-13.8	4.0	-13.0
TRPML3 ag	0.9	0.0	0.2	-0.6	0.6	0.0	0.4	1.2

25) Nc1ccc(N=Nc2ccccc2)cc1
26) Cn1c(O)c(C=NCCN2CCOCC2)c(=O)[nH]c1=S
27) CSc1ccc(C(=O)C(C)(C)N2CCOCC2)cc1
28) Cc1cc(Cl)ccc1C(=O)C1CCCN(C2CCSCC2)C1 (configuration not stated)
29) CCCCC(CC)CNCC(O)c1ccccc1 (configuration not stated)
30) Cn1c(O)c(/C=N/N2CCOCC2)c(=O)n(-c2ccccc2)c1=S
31) CCCCc1ccc2[nH]cc(CCN)c2c1
32) O=C1CC(N2CCC(n3c(=O)[nH]c4ccccc43)CC2)C(=O)N1c1ccc(F)cc1 (configuration not stated)

compound no.	25	26	27	28	29	30	31	32
NPY-Y2 PAM-ag	13.1	5.4	-1.7	-33.5	-17.4	7.0	20.4	2.7
NPY-Y1 PAM-ag	5.2	15.3	-27.8	-20.0	-9.0	10.3	10.3	-10.4
NPY Y1 blocker	-3.1	/	5.8	14.1	6.4	/	3.0	-4.8
CHOP inh	14.8	-11.2	-3.1	9.1	-7.6	14.9	20.7	-9.3
S1P4 ag	2.3	0.4	3.0	-1.7	-0.2	0.7	-1.9	-2.3
EP2 mod	-36.5	3.4	-27.6	-31.1	7.2	8.8	-31.2	-6.1
zfTRPN1 agonist	0.3	2.5	0.7	-0.6	-0.1	0.2	3.7	1.9
S1P4 antagonist	-9.5	-6.2	3.2	0.8	-9.5	11.5	-3.1	-15.9
TRPML3 ag	-0.7	0.7	1.2	0.7	0.9	-0.2	1.2	0.4

33) OC1(c2ccc(F)cc2)CC2CCC(C1)N2Cc1nnnn1C1CCCCC1 (configuration not stated)
34) CN1CCN(/N=C/c2c[nH]c3ccccc23)CC1
35) O=C(c1cccn2c(=O)c3ccccc3nc12)N1CCC2(CC1)OCCO2
36) Nc1ccc2nonc2c1[N+](=O)[O-]
37) CC1(C)C(=O)C=C[C@]2(C)[C@H]3CC[C@@]4(C)[C@H](c5ccoc5)OC(=O)[C@H]5O[C@]54[C@]3(C)[C@H](O)C[C@@H]12
38) CCN(CC)CCCN=Cc1c(O)n(CCc2ccc(F)cc2)c(=O)[nH]c1=O
39) CCOc1cc(C=C2C(=O)NC(=O)NC2=O)cc([N+](=O)[O-])c1O
40) CCCCn1c(C)c(C(=O)OCC)c2c(CN3CCOCC3)c(O)ccc21

compound no.	33	34	35	36	37	38	39	40
NPY-Y2 PAM-ag	10.2	-0.5	-6.7	-11.8	0.8	11.8	-2.6	-32.1
NPY-Y1 PAM-ag	6.0	0.4	-3.0	-1.3	-24.2	16.1	19.4	-59.1
NPY Y1 blocker	0.3	/	-2.9	1.3	5.4	-5.3	1.5	33.2*
CHOP inh	1.1	3.1	14.9	0.9	42.4	-4.1	35.2	33.2
S1P4 ag	-0.2	0.3	-0.3	0.9	1.4	1.6	2.0	-2.9
EP2 mod	-31.8	8.4	25.2	16.6	54.1	-4.8	13.9	8.8
zfTRPN1 agonist	0.3	3.9	-0.4	4.6	4.5	1.6	0.5	-0.3
S1P4 antagonist	-4.9	6.2	-8.6	-19.3	10.4	3.5	-15.7	-6.2
TRPML3 ag	0.8	0.8	-0.3	5.5	0.7	0.2	0.7	0.0

41) N#Cc1cc2c(nc1SCC(=O)Nc1cc(Cl)cc(Cl)c1)C1CCN2CC1
42) O=c1[nH]c(CN2CC=C(c3ccccc3)CC2)nc2cc(C(F)(F)F)ccc12
43) CCc1cccc(C)c1NC(=S)N1CC2CC(C1)c1cccc(=O)n1C2 (configuration not stated)
44) O=C(c1cccc([N+](=O)[O-])c1)C12CN3CN(CN(C3)C1)C2
45) O=C(COC(=O)Cc1ccccc1)Nc1ccc(F)cc1
46) c1ccc2cc(C3N4CCCN34)ccc2c1 (configuration not stated)
47) O=C(c1ccc(Br)cc1)C12CN3CN(CN(C3)C1)C2
48) CN(C)P(=S)(Nc1ccccc1)C(Cl)(Cl)Cl (configuration not stated)

compound no.	41	42	43	44	45	46	47	48
NPY-Y2 PAM-ag	-33.0	7.4	-1.6	-3.4	-5.8	1.6	-6.8	4.0
NPY-Y1 PAM-ag	12.1	2.5	-15.8	2.2	9.6	17.7	1.9	13.8
NPY Y1 blocker	1.3	-3.5	5.5	-5.1	5.8	2.1	3.4	8.1
CHOP inh	21.3	15.8	1.8	-2.7	7.3	7.2	16.1	8.9
S1P4 ag	0.3	1.3	0.5	0.2	0.5	0.1	2.3	-0.7
EP2 mod	-16.2	-9.4	-1.3	1.7	-23.2	-4.8	5.9	13.0
zfTRPN1 agonist	4.0	0.1	-0.1	3.4	-0.2	-0.8	1.1	-3.5
S1P4 antagonist	-8.5	-7.4	-18.4	-14.2	-14.0	-9.9	5.0	17.1
TRPML3 ag	-0.4	-0.8	0.9	0.0	0.3	0.0	-0.2	-0.2

Of the compounds above, 2 contain an aryl thioether with sulfur outside any ring:
27) CSc1ccc(C(=O)C(C)(C)N2CCOCC2)cc1
41) N#Cc1cc2c(nc1SCC(=O)Nc1cc(Cl)cc(Cl)c1)C1CCN2CC1

compound no.	27	41
NPY-Y2 PAM-ag	-1.7	-33.0
NPY-Y1 PAM-ag	-27.8	12.1
NPY Y1 blocker	5.8	1.3
CHOP inh	-3.1	21.3
S1P4 ag	3.0	0.3
EP2 mod	-27.6	-16.2
zfTRPN1 agonist	0.7	4.0
S1P4 antagonist	3.2	-8.5
TRPML3 ag	1.2	-0.4

The results go on.
49) C=CCN=C(SCC(=O)c1ccc(Cl)cc1)c1c(O)n(C)c(=O)n(C)c1=O
50) CC(=O)c1ccc2c(c1)OCO2
51) CC(C)c1ccc(-n2c(O)c(/C=N/N3CCOCC3)c(=O)[nH]c2=S)cc1
52) Cc1cccc(-n2c(/C=C/c3ccc([N+](=O)[O-])o3)nc3ccccc3c2=O)c1
53) O=C1C2CCCN2C(c2cccnc2)N1c1nccs1 (configuration not stated)
54) CCN(CC)c1ccc(CN(C)CCc2ccc(OC)c(OC)c2)cc1

compound no.	49	50	51	52	53	54
NPY-Y2 PAM-ag	6.5	2.6	12.5	-6.4	17.9	-5.5
NPY-Y1 PAM-ag	0.8	-9.7	5.6	6.9	-9.2	-5.1
NPY Y1 blocker	/	0.2	/	-2.8	-4.8	7.0
CHOP inh	0.8	6.0	12.0	-84.7	11.3	35.3
S1P4 ag	0.2	-6.2	1.2	-2.2	1.4	0.1
EP2 mod	4.1	-8.2	14.2	-2.8	9.9	9.9
zfTRPN1 agonist	-0.3	0.0	-0.6	-1.6	1.1	-1.0
S1P4 antagonist	1.1	1.9	10.2	-0.2	-1.8	-5.6
TRPML3 ag	0.2	0.2	0.1	-0.3	0.7	-1.0

Screening data (PubChem)
